# Bioassay records: PubChem BioAssay, several laboratories
# DNMT1 inh: blocks human DNA methyltransferase DNMT1; P26358; DNMT1 molecular beacon, Hinp1I cleavage, fluorescence; inhibition (reported as % activation of signal), % at 10 µM; actives 0.83% (n = 360,000); in the data active = inhibition above about 50%
# eLon inh: inhibitors of E. coli Lon protease; actives 0.42% (n = 360,000); P0A9M0; AID 602123; purified E. coli Lon protease, fluorescence polarization; inhibition, % at 7.94 µM; in the data active = inhibition above about 13%, passing the limit was not always enough;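 note: 0% = enzyme with probe and DMSO and 100% = no enzyme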
# MsrA inh: inhibits bovine methionine sulfoxide reductase A; purified bovine MsrA, absorbance read-out; actives 0.75% (n = 360,000); inhibition, % at 15.5 µM; AID 651718; in the data active = inhibition above about 4.5%;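 note: 0% = vehicle wells with enzyme and 100% = reference inhibitor wells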
# STEP inh: STEP (human) phosphatase inhibition. actives 0.25% (n = 360,000). P54829. recombinant STEP, OMFP fluorogenic substrate, fluorescence. inhibition, % at 20 µM. AID 588621;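 active = inhibition at 20 µM, scaled per plate between control wells, above about 37%, limit read from the data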;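 note: 0% = DMSO with enzyme and substrate and 100% = substrate only without enzyme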
# Target sequence (P54829 whole entry, looked up): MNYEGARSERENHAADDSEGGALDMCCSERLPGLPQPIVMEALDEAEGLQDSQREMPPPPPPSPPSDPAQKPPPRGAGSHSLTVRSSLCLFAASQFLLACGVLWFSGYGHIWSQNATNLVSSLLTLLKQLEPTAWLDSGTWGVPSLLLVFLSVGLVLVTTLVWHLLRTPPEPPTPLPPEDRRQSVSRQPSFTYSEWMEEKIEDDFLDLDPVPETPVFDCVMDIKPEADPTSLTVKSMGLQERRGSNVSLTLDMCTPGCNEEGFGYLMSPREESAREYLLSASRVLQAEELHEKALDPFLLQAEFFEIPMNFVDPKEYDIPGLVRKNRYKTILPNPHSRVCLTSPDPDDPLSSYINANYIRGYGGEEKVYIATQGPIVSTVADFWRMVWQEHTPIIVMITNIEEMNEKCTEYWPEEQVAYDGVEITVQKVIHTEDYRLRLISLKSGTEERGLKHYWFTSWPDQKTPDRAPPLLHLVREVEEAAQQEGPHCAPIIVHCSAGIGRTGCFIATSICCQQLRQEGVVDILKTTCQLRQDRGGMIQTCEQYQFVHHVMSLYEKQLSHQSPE
#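 medium = Bis-Tris buffer pH 6.0, 2.5 mM DTT, 0.005% Tween 20 | test system = STEP (striatal-enriched tyrosine phosphatase) enzyme, cell-free | measure = normalized % inhibition | compound dosing = 20 µM, 1% DMSO | also added = 25 µM OMFP | schedule = reaction 20 min, ambient temperature | measured by = fluorescence read at 480 nm ex / 540 nm em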
# Scp-1 inhibitor: inhibitors of human Scp-1 phosphatase; Q9GZU7; Recombinant Scp1, phosphopeptide, malachite green phosphate absorbance; inhibition, % at 20 µM; actives 0.88% (n = 340,000);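 active = inhibition above about 50% at 20 µM, limit read from the data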;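 note: plate controls were DMSO wells with enzyme for no effect and wells lacking enzyme for full effect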
# Target sequence (Q9GZU7 76-261 limits assumed): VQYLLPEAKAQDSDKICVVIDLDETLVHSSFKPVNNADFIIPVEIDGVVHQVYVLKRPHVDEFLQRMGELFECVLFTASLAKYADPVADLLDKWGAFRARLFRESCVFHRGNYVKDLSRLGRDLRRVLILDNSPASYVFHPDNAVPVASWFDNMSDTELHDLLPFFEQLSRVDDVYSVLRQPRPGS
#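 assay system = SCP-1 phosphatase catalytic domain, residues 76-261 | buffer or medium = 50 mM Tris acetate pH 5.5, 0.005% Tween-20, 10 mM MgCl2 | incubation = enzyme reaction 45 min at room temperature, colour 5 min, stabilisation 30 min | signal = Phosphate-binding colour reagent, absorbance read at 630 nm | measure = % inhibition at 20 µM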
# NRP1-CendR mod: alters CendR peptide binding to human NRP-1; O14786; FAM-RPARPAR peptide binding to NRP-1, fluorescence polarization; inhibition, % at 25 µM; actives 0.85% (n = 360,000); AID 602438;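 active = inhibition or corrected inhibition above about 18%, plus a signal ratio from 0.5 to 1.5, limit read from the data, passing the limit was not always enough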; note: strong numbers were not always called active
# LMPTP block: blocks human LMPTP phosphatase. AID 651560. inhibition, % at 20 µM. P24666. recombinant LMPTP-A, OMFP fluorogenic substrate, fluorescence intensity. actives 0.22% (n = 360,000);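 active = compounds that cut the enzyme signal by at least half of the control window in the single-dose screen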;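 note: plate controls were DMSO wells with enzyme plus substrate for no effect and substrate without enzyme for full effect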
# Target sequence (P24666 whole entry, looked up): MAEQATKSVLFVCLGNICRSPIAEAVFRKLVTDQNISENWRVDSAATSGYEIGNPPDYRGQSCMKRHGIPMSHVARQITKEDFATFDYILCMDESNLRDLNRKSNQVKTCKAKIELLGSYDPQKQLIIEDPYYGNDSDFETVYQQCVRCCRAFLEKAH
#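 Assay system: LMPTP-A phosphatase enzyme | Input: 0.625 nM enzyme | Also added: Fluorogenic phosphatase substrate OMFP at 400 µM final | Compound dosing: One test concentration per compound, 20 µM, with 3% DMSO overall | Schedule: 50 min enzyme reaction at room temperature, protected from light | Signal: Fluorescence intensity | Benchmarks: no-enzyme and uninhibited controls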
# bovine MsrA act: activates bovine MsrA enzyme; purified bovine MsrA, absorbance read-out; activation, % at 10.6 µM; actives 0.3% (n = 360,000); in the data active = activation above about 7.5%;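 note: 0% = vehicle and 100% = reference activator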
# Tb MetRS inh: blocks T. brucei methionyl-tRNA synthetase activity. AID 624268. purified T. brucei MetRS, ATP depletion, Kinase-Glo luminescence. inhibition, % at 11.9 µM. actives 0.4% (n = 360,000);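 active = inhibition above a per-plate cutoff of the control wells' mean inhibition plus 3 SD, cut at about 5.5% in these data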;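 note: 0% = DMSO wells median and 100% = median of wells with control inhibitor compound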
#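 Material – parasite MetRS enzyme · Medium – HEPES-MgCl2-KCl buffer plus DTT, spermine, BSA, pyrophosphatase · Reagent – ATP, methionine and E. coli bulk tRNA substrates · Times – 15 min enzyme-compound preincubation, 2 h reaction, 10 min detection, 25 °C · Measured by – luminescence of leftover ATP · Evaluation – percent inhibition relative to median high and low control wells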
# SUMO1 PPI mod: SUMO1-SIM interaction modulation | P63165 | SUMO1 binding to a labelled peptide, TR-FRET, 1 h | inhibition, % at 20 µM | actives 0.33% (n = 360,000); in the data active = inhibition above about 37%
# Target sequence (P63165 whole entry, looked up): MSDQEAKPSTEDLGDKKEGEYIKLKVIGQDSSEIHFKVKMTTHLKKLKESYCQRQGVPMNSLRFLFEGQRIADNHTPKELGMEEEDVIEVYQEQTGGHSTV
# An asterisk follows results filed as active; / = not tested or not shown.
# Values run as follows: DNMT1 inh	eLon inh	MsrA inh	STEP inh	Scp-1 inhibitor	NRP1-CendR mod	LMPTP block	bovine MsrA act	Tb MetRS inh	SUMO1 PPI mod
- COc1cccc(C(=O)N(CN2CCCC2=O)c2ccccc2OC)c1
 : 2	9	0.0	1	0	-1	-0.6	-6	-1.8	-3
- C=C(C)CC(c1ccccc1)N(C(C)=O)c1ccco1 (stereo not drawn)
 : 0	0	0.1	-1	0	-7	-0.6	-7	-1.4	-9
- Cc1ccc(NC(=O)C(C)Sc2nnc(C3CC3)n2C2CC2)cc1S(=O)(=O)N1CCOCC1 (stereo not drawn)
 : 5	1	0.4	-1	-7	6	-0.3	-3	-0.2	4
- CC(C)COc1ccc(C(=O)Nc2ccccc2[N+](=O)[O-])cc1
 : 1	-9	-1.3	-2	6	-4	1.6	-2	-0.3	-14
- CN(C)CCN(Cc1ccco1)C(=O)c1cc2c(Cl)nc3ccccc3c2s1
 : 27	-7	0.1	5	-1	13	-0.2	-3	-0.6	3
- CC(=O)NCCSC(=O)c1ccc(F)cc1
 : 1	-3	-0.6	2	-12	12	-1.8	-3	-0.6	-1
- Cc1ccc(C)c(S(=O)(=O)N2CC(=O)N(CCc3ccccc3)C(=O)C2)c1
 : -4	-6	1.3	-1	-14	0	1.8	-1	0.1	-4
- COc1ccc(C2CC(c3cccs3)=NN2C(=O)CSC2=NCCS2)cc1 (stereo not drawn)
 : 7	-4	1.5	-2	7	-12	0.4	0	-0.2	-24
- CC(C)C(=O)Nc1ccc(S(=O)(=O)N2CCC(c3nc4ccccc4[nH]3)CC2)cc1
 : 1	-6	0.0	1	-4	-1	1.4	3	0.0	16
- CCCC(CCC)C(=O)Nc1ccncc1
 : 4	-2	0.3	0	-2	4	-1.3	-3	-0.6	-3
- CN(C)c1ccc(C(CC(=O)O)C(=O)O)cc1 (stereo not drawn)
 : 4	2	-0.5	-1	-3	4	-0.7	-10	-0.7	-2
- Cc1cc(C)cc(Oc2ccc(C(F)(F)F)cc2C#N)c1
 : -4	-3	1.0	1	-10	9	2.2	-4	-0.6	-2
- CCc1cccc(C)c1NC(=O)C(c1ccccc1)N1CCC1=O (stereo not drawn)
 : 0	-6	-0.8	0	4	18	-0.3	-2	0.2	-5
- COc1ccc(CNC(=O)C(C#N)c2nc3ccccc3nc2N2CCN(C)CC2)cc1 (stereo not drawn)
 : -7	1	-0.5	2	-1	-4	0.4	2	0.1	-16
- Fc1ccc(Nc2ncnc3sccc23)cc1
 : 1	-12	-0.8	-1	-1	-1	1.7	-2	0.1	5
- Cc1cc(NC(=O)CSCc2ccc([N+](=O)[O-])cc2)no1
 : -2	0	-0.9	-1	-5	-13	-1.0	-4	-0.5	-21
- CCC(C)[C@H]1CNC(=S)N1CCC12CC3CC(CC(C3)C1)C2 (stereo partly drawn)
 : 7	6	-0.5	-2	-2	4	-1.0	-4	0.5	4
- CN(C)CCN(C(=O)c1ccco1)c1nc2cc3c(cc2s1)OCCO3
 : 2	1	0.6	0	-10	0	-1.1	-5	0.0	2
- CN(C)CCN(Cc1cc2cc3c(cc2nc1Cl)OCO3)C(=O)c1ccco1
 : -1	1	0.9	-2	-10	0	-2.1	-3	-0.1	3
- COCCC(=O)N1CCC(Oc2ccc(C(=O)N3CCC[C@H]3CO)cc2)CC1
 : -2	-12	0.6	-1	-2	-4	-1.4	-1	1.5	2
- O=C1NC2(Nc3ccccc31)C(=O)Nc1ccccc12 (stereo not drawn)
 : -13	0	1.3	5	-4	-19	0.5	1	-0.6	-6
- O=C(c1ccco1)N1CCN(Cc2csc(-c3ccccc3Cl)n2)CC1
 : -1	2	-0.6	2	1	3	0.7	0	-0.4	2
- O=C(COc1ccccc1)N1CCNC1=O
 : 2	1	0.3	3	4	11	-0.6	-3	-0.2	-5
- Cc1nc(N2CCCCC2C)c2c(C)c(C(=O)Nc3ccccc3C(F)(F)F)sc2n1 (stereo not drawn)
 : -16	8	-0.7	-1	0	4	1.7	0	-0.5	-3
- CCC(=O)Nc1nc2ccccc2n1CCN1CCOCC1
 : 3	1	-0.9	2	3	3	-0.4	0	0.5	3
- CC(=O)c1ncnn1CC(=O)c1ccc(Cl)cc1Cl
 : -2	7	1.1	-2	6	1	-0.9	-2	0.3	-5
- COCCNC(=O)Cn1c(=O)oc2cc(S(=O)(=O)N3CC(C)CC(C)C3)ccc21 (stereo not drawn)
 : -1	0	-1.1	2	1	15	-0.9	-5	0.0	-2
- CCOC(=O)N1CCN(C(=O)COc2cc(C)c(Cl)c(C)c2)CC1
 : 2	1	-1.2	1	-6	10	1.0	-2	-0.8	1
- COc1ccc2c(Cl)c(C(=O)N/N=C/c3cccnc3)sc2c1
 : -3	-10	2.4	2	-3	2	1.3	-3	-0.1	12
- O=C(NCC(c1cccnc1)N1CCN(c2ccc(F)cc2)CC1)c1cccc(Cl)c1 (stereo not drawn)
 : -5	3	0.4	-3	-13	18	-3.0	7	-0.3	2
- Cc1c(N(C)S(=O)(=O)c2cc(C(=O)N3CCCC3)ccc2Cl)c(=O)n(-c2ccccc2)n1C
 : -1	0	-0.8	-2	-4	8	-10	1	0.2	-49
- O/N=C1\CCCc2oc3c(c21)CCCC3
 : -1	-4	1.0	2	-5	12	-1.7	3	-0.5	0
- CCN(CC)C(=O)CSc1nc(C)cc(-c2cccs2)c1C#N
 : -1	-20	0.2	1	1	-4	0.2	-1	0.2	-30
- CCOC(=O)N1CCN(Cc2c(O)ccc3ccccc23)CC1
 : -1	10	-0.1	-2	-4	-16	0.3	-1	0.0	3
- C/C(=N\NC(=O)CSCc1cccc(Br)c1)c1ccc([N+](=O)[O-])cc1
 : 0	-1	-0.6	0	-6	6	0.6	1	-0.1	-33
- COCCn1c(=O)[nH]c2cc(C(=O)NCc3ccccc3)ccc2c1=O
 : -1	8	-0.6	-2	-1	1	-1.0	0	0.2	0
- COc1cc(N2CCCC2)c(OC)cc1/C=C(/C#N)c1ccc(F)cc1
 : -4	-40	-0.2	2	7	-245	7.3	-1	0.2	-18
- CN(C)c1ccc(/C=C/c2nc3ccccc3s2)cc1
 : -7	-101	0.4	-1	-4	-78	1.6	-7	-1.2	-10
- COc1cc(C2NC(=O)NC(c3ccccc3)=C2C(C)=O)cc(Cl)c1OCC(=O)O (stereo not drawn)
 : 1	3	0.9	3	1	-14	-0.2	-4	0.2	3
- N/C(=N\OC(=O)CCCc1ccccc1)c1cccc([N+](=O)[O-])c1
 : -3	-2	-0.1	55*	-10	-4	1.5	-3	-0.3	-22
- CCN1C(=O)[C@H]2[C@@H](c3ccc(-c4ccccc4)c(OC)c3)N[C@@](CC(C)C)(C(=O)OC)[C@H]2C1=O
 : -2	1	0.9	-1	-2	2	0.1	-12	0.0	5
- Cc1ccc(CNC(=O)C(=O)Nc2nccs2)cc1
 : 0	-7	0.7	-1	-2	-11	-0.6	-3	0.7	0
- CCOC(=O)c1ccc(NC(=O)N2CCN(c3ccccn3)CC2)cc1
 : 1	-11	0.2	-7	-1	2	-2.0	-7	-1.3	-1
- Cc1nc(CS(=O)c2ccccc2)cc(N2CCOCC2)n1 (stereo not drawn)
 : 3	1	-0.8	0	-3	-6	-0.1	-9	-2.0	-2
- COC(=O)N/N=C/c1cn(CCOc2cccc(OC)c2)c2ccccc12
 : -3	-3	-0.1	0	-14	-7	1.0	-3	0.5	-10

# Results in MsrA inh, LMPTP block and DNMT1 inh, for some of the entries so far:
structure | MsrA inh | LMPTP block | DNMT1 inh
COCCn1c(=O)[nH]c2cc(C(=O)NCc3ccccc3)ccc2c1=O | -0.6 | -1.0 | -1
COc1cc(N2CCCC2)c(OC)cc1/C=C(/C#N)c1ccc(F)cc1 | -0.2 | 7.3 | -4

# (list continues)
# Values run as follows: DNMT1 inh	eLon inh	MsrA inh	STEP inh	Scp-1 inhibitor	NRP1-CendR mod	LMPTP block	bovine MsrA act	Tb MetRS inh	SUMO1 PPI mod
- S=C(Nc1ccc(Br)cc1)N1CCN(C2CCCCC2)CC1
 : -4	-8	-1.1	3	2	4	2.4	-9	0.0	-4
- O=C(CCc1nc(-c2ccccc2)no1)NCc1cccnc1
 : -1	5	0.3	-2	-6	-2	0.5	-2	-0.2	-3
- C[C@H](CO)N1C[C@H](C)[C@H](CN(C)C(=O)Cc2ccncc2)Oc2ncc(Br)cc2C1=O
 : 4	-3	0.1	0	/	4	-2.5	-2	0.7	-2
- Cc1nc(SCc2nc3ccc(F)cc3[nH]2)c2oc3ccccc3c2n1
 : -7	-9	-0.3	-2	-3	-18	0.6	-2	0.0	8
- O=C(CC1SCCNC1=O)Nc1ccccc1Cl (stereo not drawn)
 : -2	-3	-1.1	2	-5	-7	-0.2	-4	-0.5	-3
- C[C@@H]1CN([C@@H](C)CO)C(=O)CCCn2nncc2CO[C@H]1CN(C)Cc1ccccc1
 : 6	-2	-0.8	0	/	4	-1.8	-4	-1.1	5
- O=Cc1c(SCCO)nc2ccccn2c1=O
 : 4	6	1.6	0	-7	5	-0.4	-10	-0.8	-23
- CC(=O)Nc1ccc(CN2CCCC(CO)(Cc3cccc(Cl)c3)C2)cc1 (stereo not drawn)
 : -4	-14	-0.9	0	0	1	-0.9	1	-0.4	5
- N=C1S/C(=C\c2ccc(O)cc2)C(=O)N1c1ccc(F)cc1
 : 20	-17	/	78*	78*	-10	69*	-10	-0.5	-4
- CCOC(=O)C1CCN(C(=O)CN(c2ccc(Cl)c(C(F)(F)F)c2)S(C)(=O)=O)CC1
 : -1	11	-0.8	-1	-20	2	-0.8	2	0.3	3
- CC(=O)c1cccc(NC(=O)N2CCCc3ccccc32)c1
 : -4	-2	0.5	3	1	-7	1.2	1	0.8	-2
- CCCOc1ccc(N2C(=O)CC(NCc3cccs3)C2=O)cc1 (stereo not drawn)
 : -1	-2	0.1	-3	-9	0	0.3	-3	-1.3	-3
- CCCOc1ccc(C(=O)NCC(c2ccco2)N(C)C)cc1OC (stereo not drawn)
 : -3	-9	0.1	-3	-8	5	-2.4	-4	-0.5	1
- COC(=O)c1ccccc1Oc1c(F)c(F)nc(N2CCOCC2)c1F
 : 1	-4	-1.2	2	-3	-2	1.0	-4	-0.9	3
- c1ccc(Cc2nnc(Sc3ccccc3)c3ccccc23)cc1
 : 6	3	-0.6	2	9	-2	-0.3	-2	-0.6	2
- N#CC(c1ccc(Cl)nn1)c1c(F)cccc1Cl (stereo not drawn)
 : 5	-2	-1.7	0	11	-4	0.3	-7	-1.0	-3

# Hits appear at their usual frequency. About 4.3% of those tested had a hit in this group.
